# HTR1E agonist – 5-HT1E (human) receptor agonism. P28566. CHO 5-HT1E Ga15 NFAT-bla reporter, FRET; 0% DMSO wells, 100% control agonist wells. activation, % at 6 µM. 65,000 tested, 0.69% active;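 active = activation above a set limit, the screen-wide mean activation plus 3 SD, cut at about 8.5% in these data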;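 also: 100% = positive control agonist at 1 µM giving full maximal response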
# Target sequence (P28566 whole entry, looked up): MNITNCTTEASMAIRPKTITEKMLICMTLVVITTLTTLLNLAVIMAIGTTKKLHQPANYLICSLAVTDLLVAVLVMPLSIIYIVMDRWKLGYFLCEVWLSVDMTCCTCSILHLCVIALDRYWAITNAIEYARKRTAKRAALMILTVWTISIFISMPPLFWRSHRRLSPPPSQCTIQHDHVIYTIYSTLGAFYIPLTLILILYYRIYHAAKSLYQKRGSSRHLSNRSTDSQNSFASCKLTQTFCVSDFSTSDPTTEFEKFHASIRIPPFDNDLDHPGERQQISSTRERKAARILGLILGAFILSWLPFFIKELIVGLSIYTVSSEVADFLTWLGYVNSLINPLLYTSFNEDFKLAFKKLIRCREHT
# Autofluor 339 – intrinsic fluorescence of library compounds, ex339/em460 – biochemical, MLSMR library, data from DPM-DC assay, artefact control, profiling panel; compound autofluorescence, ex339/em460 nm, NADH buffer; stronger effect = higher value; 1 = no-compound wells, NADH background; fluorescence fold increase at 10 µM; 65,000 tested, 5.5% active;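 active = at 10 µM, mean starting fluorescence two-fold or more over control wells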;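 also: signal is the first read of a kinetic run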
# HTR1E antagonist – 5-HT1E (human) receptor antagonism; P28566; CHO 5-HT1E Ga15 NFAT-bla reporter, FRET, antagonist; inhibition, % at 6 µM; 65,000 tested, 0.99% active;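 active = inhibition above a set limit, the mean inhibition across every tested compound plus 3 SD, cut at about 29% in these data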;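 also: signal is the 460 over 535 nm emission ratio of beta-lactamase substrate; 0% = agonist plus DMSO wells and 100% = wells without agonist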
# A340 absorber – absorbance at 340 nm. compound absorbance at 340 nm, fold over control. fold change at 10 µM. 65,000 tested, under 10 active. AID 708;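 active = at 10 µM dose, initial 340 nm absorbance at least 2 fold that of control wells; inactive = change under 2 fold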;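 also: initial absorbance extrapolated from kinetic A340 decline of NADH oxidation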
# S1P3 ag – activates the human S1P3 receptor. Q99500. S1P3 NFAT-BLA reporter cells, agonism, FRET ratio; relative to 1 µM S1P, basal subtracted. activation, % at 4.5 µM. 60,000 tested, 0.1% active;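 active = activation above the screen-wide mean plus 3 SD, cut at about 4.5% in these data, passing the limit was not always enough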; also: some compounds called inactive have numbers as strong as hits
# Target sequence (Q99500 whole entry, looked up): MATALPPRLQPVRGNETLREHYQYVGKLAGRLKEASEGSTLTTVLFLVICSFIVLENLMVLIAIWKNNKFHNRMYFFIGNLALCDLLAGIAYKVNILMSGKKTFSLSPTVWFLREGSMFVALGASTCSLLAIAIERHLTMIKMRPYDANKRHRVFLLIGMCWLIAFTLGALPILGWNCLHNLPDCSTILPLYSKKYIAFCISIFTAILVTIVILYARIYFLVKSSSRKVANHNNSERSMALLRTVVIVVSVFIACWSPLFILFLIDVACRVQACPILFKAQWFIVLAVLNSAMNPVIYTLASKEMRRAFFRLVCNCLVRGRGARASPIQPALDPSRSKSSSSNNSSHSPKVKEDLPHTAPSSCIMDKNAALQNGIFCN
#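 Measure – % activation relative to 1 µM S1P (100%), per plate · System – stable CHO line with human S1P3, Gα16, NFAT-BLA reporter · Timing – cells plated overnight, compound 4 h 37 °C, substrate 2 h RT · Technique – fluorescent BLA substrate, ex 405 nm, em 460/535 nm ratio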
# HER2 expr 66K – lowers expression of human Her2 kinase | HER2 level % of control, % at 10 µM | P04626 | 65,000 tested, 0.69% active | AID 645 | SKBR-3 HER2 protein level, AlphaScreen, 18-24 h; stronger effect = lower value;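 active = HER2 level under 5% of the carrier-only control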;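 also: 100% = DMSO carrier and 0% = 500 nM PU-H71 HSP90 inhibitor; lower value means stronger loss of Her2 protein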
# S1P1 ag pot – S1P1 (human) agonism or agonism potentiation. S1P1 CRE-bla cells, forskolin, beta-lactamase FRET, potentiator mode; S1P1 agonist co-added at EC20, 2 nM; 100% = saturating reference agonist, 0% = basal. activation, % at 9.5 µM. P21453. AID 449. 56,000 tested, 0.57% active;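 active = activation above a cutoff set at the mean activation of all tested compounds plus 3 SD, cut at about 54% in these data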;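 also: forskolin at 4 µM as EC80 and the EC20 agonist is SEW2871; 100% = SEW2871 at its EC100 plus forskolin at EC80; some compounds past the cut are filed as inactive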
# Target sequence (P21453 whole entry, looked up): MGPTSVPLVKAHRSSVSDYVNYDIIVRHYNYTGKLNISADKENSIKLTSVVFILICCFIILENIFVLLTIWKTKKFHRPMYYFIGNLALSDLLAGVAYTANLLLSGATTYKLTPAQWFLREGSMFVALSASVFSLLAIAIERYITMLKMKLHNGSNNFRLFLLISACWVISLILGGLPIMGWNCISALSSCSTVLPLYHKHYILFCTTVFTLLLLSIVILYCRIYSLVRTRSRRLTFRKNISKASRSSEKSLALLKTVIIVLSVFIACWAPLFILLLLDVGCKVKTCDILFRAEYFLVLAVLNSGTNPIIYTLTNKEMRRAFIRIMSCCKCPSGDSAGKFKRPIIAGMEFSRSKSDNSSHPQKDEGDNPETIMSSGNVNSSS
# 5HT1a antag – antagonists of human 5-HT1a serotonin receptor; P08908; 62,000 tested, 0.68% active; AID 612; CHO 5-HT1a Ga15 NFAT-bla reporter, antagonist mode; inhibition, % at 10 µM;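 active = inhibition above the mean of all tested compounds plus 3 SD, cut at about 43% in these data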;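 also: receptor stimulated by 5-CT agonist at 100 nM near EC80; beta-lactamase reporter measured by ratiometric fluorescence of a cleavable substrate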
# MMP13 inh – blocks human MMP13 activity; P45452; MMP-13 fTHP FRET cleavage, Mca fluorescence; inhibition, % at 4 µM; 65,000 tested, 0.07% active; AID 570;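 active = inhibition above the mean of compound-free control plate wells plus 3 SD, cut at about 14% in these data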;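 also: 0% = DMSO wells and 100% = wells with reference MMP-13 inhibitor after basal subtraction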
# * marks the source's active call; other numbers are inactive results; i = inactive; / = not tested or not shown; [ ] = remark or other dose.
A340 absorber,S1P1 ag pot,Autofluor 339,MMP13 inh,S1P3 ag,5HT1a antag,HER2 expr 66K,HTR1E agonist,HTR1E antagonist,canonical_smiles
1,-27,1.1,-3,-0.5,7,49,0.5,1,O=C(NCCC1=CCCCC1)C1CCCN(S(=O)(=O)c2cccnc2)C1 (configuration not stated)
1,-16,1.1,1,-0.6,-1,69,-0.2,0,CC(=O)NC(=O)NC1OC(=O)C(Cl)=C1Cl (configuration not stated)
1,11,1.4,-6,-1.5,5,96,12*,0,N#CC(c1nc2ccccc2nc1N1CCCCC1)S(=O)(=O)c1ccc(Cl)cc1 (configuration not stated)
1.1,5,1.1,1,-1.1,/,110,0.4,-2,CC(Sc1ccc2ccccc2n1)C(=O)O (configuration not stated)
1,5,1.1,2,0.7,0,109,-0.1,-1,COC(=O)Cn1c(C)c(C(C)=O)c(C(C)=O)c1C
1,5,1.1,1,-0.8,-10,130,-0.7,-6,Cc1cc(C)c(N2C(=NC(=O)CCCC(=O)O)SC3CS(=O)(=O)CC32)c(C)c1 (configuration not stated)
1,0,1.1,-7,-0.4,5,119,-0.8,1,C/C(Sc1nnc(Cc2ccccc2)o1)=C(/O)c1ccccc1
1.2,12,1.3,-2,0.0,-8,68,1.2,4,O=C(Cn1cnc2sc(-c3ccccc3)cc2c1=O)NCc1ccco1
0.98,-10,1.1,1,0.1,-2,99,-0.3,-4,CC(C)(C)C1=C(C#N)C(c2cc3c(cc2Br)OCO3)C(C#N)=C(N)O1 (configuration not stated)
1,-30,1.1,3,-0.7,-6,82,-0.4,-8,O=C(O)c1cnn(-c2ccccc2)c1-n1cccc1
1,10,1.1,0,-0.2,6,105,0.0,-1,O=C(C1CCCN1C(=O)c1cccs1)N1CCc2ccccc21 (configuration not stated)
0.98,0,1.1,-2,0.3,-19,112,-0.3,-6,O=C(CN1C(=O)C2C3C=CC(C3)C2C1=O)NCCc1ccccc1 (configuration not stated)
1,23,1.1,4,-0.3,18,99,-0.8,13,CCOC(=O)c1cc2sccc2n1CC(=O)N1CCCc2ccccc21
1,20,1.1,-15,-0.8,17,93,0.6,8,CCOc1ccc(C2CC(c3cccc(Cl)c3)n3nc(N)nc3N2)cc1 (configuration not stated)
1,-3,1,4,-0.5,6,/,0.2,-11,CCCn1c(C(O)c2ccc(OCC)cc2)nc2ccccc21 (configuration not stated)
1,15,1.1,4,-0.3,-2,88,0.7,-3,O=C(Nc1ccccc1)C1CCN(c2nccs2)CC1
1.1,7,4.4*,i[fluorescence artefact?],-1.1,6,67,-0.5,5,CC(=O)c1cc2cc(O)ccc2o1
1,5,1.1,-5,-1.0,6,123,0.1,2,CCN=C1SC(C(=O)Nc2cccc(C(=O)O)c2)CC(=O)N1CC (configuration not stated)
1,22,1,-2,-1.5,23,88,1.5,19,c1ccc(-n2ncc3c(NC4CCCCCC4)ncnc32)cc1
1,/,1.1,-6,0.3,-7,107,0.1,1,CS(=O)(=O)c1ccc(Cl)c(S(=O)(=O)NCc2ccccc2)c1
1,-1,1.1,2,0.7,2,76,-0.7,-9,COc1cc(C2N(c3ccc(Cl)c(Cl)c3)C(=O)C3CCCN32)cc(OC)c1OC (configuration not stated)
0.98,43,1.1,2,0.1,-15,96,0.5,3,Cc1ccc(S(=O)(=O)N(C)Cc2nc(-c3ccc(Br)cc3)no2)cc1
1,-1,1.1,-2,-1.7,-2,117,0.6,0,COC(=O)c1cc(S(=O)(=O)n2nc(C)cc2C)c(Cl)cc1Cl
1.1,-44,1.1,1,1.0,-5,62,0.8,4,Cc1nn2c(=O)cc(CSc3nc4ccccc4[nH]3)nc2s1
0.99,-22,1.2,2,-0.3,2,74,-0.2,7,Cc1nc2ccccc2n1CC(=O)OCC(=O)Nc1ccc2c(c1)OCCO2
1,-20,1.1,1,-0.2,6,/,0.6,1,O=C1CC2CS(=O)(=O)CC2N1C1CCCCC1 (configuration not stated)
1.2,/,2.1*,-19,/,-19,44,1.7,16,OCCN1CCN(c2ncnc3c2sc2nc(N4CCOCC4)c4c(c23)CCC4)CC1
1,-9,1.1,0,0.4,-11,83,-0.7,0,Cc1ccc(NC(=O)CSc2nnc(-c3ccccc3Br)o2)cc1C
1,/,1.1,3,/,-7,111,0.3,5,O=S(=O)(NCC(c1cccnc1)N1CCOCC1)c1cccs1 (configuration not stated)
0.99,/,1,3,/,-15,/,0.2,-3,O=C(Cn1c(=O)[nH]c2ccsc2c1=O)NC1CCCCCC1
1,-14,1.1,-5,-0.3,29,61,-0.9,1,Cc1cc(C)n(CC(O)CN2c3ccccc3Sc3ccccc32)n1 (configuration not stated)
1,-7,1.1,4,-1.1,4,82,-1.3,9,O=C1C2C3C=CC(C3)C2C(=O)N1c1cccc(N2C(=O)C3C4C=CC(C4)C3C2=O)n1 (configuration not stated)
1.1,14,1.1,5,-0.5,10,105,-0.4,31*,N#CCCN1CCN(C(=S)c2ccc(-c3cc(Cl)ccc3Cl)o2)CC1
1.1,-30,1.2,-12,-0.9,-7,98,1.1,4,CSc1nnc(-c2cccs2)n1-c1ccccc1
1,18,1.1,3,-1.6,7,94,0.3,3,Cc1[nH]c2ccccc2c1C(=O)CSc1nc2cc(S(=O)(=O)N3CCCCC3)ccc2o1
1.1,/,2,1,0.7,-2,112,0.1,0,COc1ccc(-c2nc(SC)n(C(=O)c3ccco3)n2)cc1
1.1,-1,1.7,-8,-0.8,-4,62,0.0,4,CCSc1nnc(NC(=O)c2cc3c(s2)CCCC3)s1
1,9,1.1,-2,0.1,5,99,-0.5,5,COc1ccccc1Cc1noc(-c2cc(Cl)ccc2OC)n1
1,8,1,-6,1.5,2,112,0.4,4,NS(=O)(=O)c1ccc(CCNC(=O)COC(=O)C2CCCN2C(=O)c2cccs2)cc1 (configuration not stated)
0.98,-14,1.1,-4,1.7,-10,110,-0.8,-15,CCC(=O)Nc1ccc(C(=O)n2ccc(C)n2)cc1
1,9,1,2,-0.8,2,87,-0.1,13,CN(Cc1nc2ccccc2n1C)S(=O)(=O)c1ccc(F)cc1
1.1,/,1.1,0,/,-4,100,-1.2,4,CCOCCCNCC(=O)Nc1ccc(OC(F)(F)F)cc1
1.1,22,1.4,-49,-1.2,17,106,-1.9,-1,COc1ccc(-c2cc3ccccc3n2CC(O)CNC(CO)(CO)CO)cc1 (configuration not stated)
1,2,1.1,0,-0.9,-1,100,-0.3,1,Cc1ccccc1C(=O)Nc1cccc(NC(=O)Cn2cnc3c(=O)n(C)c(=O)n(C)c32)c1
1,-12,1.1,-1,1.2,-2,156,0.0,0,Cc1csc(SCc2nnc(-c3ccccc3Br)o2)n1
0.97,-13,1.1,-2,1.1,10,82,0.9,-4,O=C(Nc1ccccc1)OCc1ccccn1
0.99,6,1.1,-1,-0.2,6,114,0.4,0,CCOC(=O)CCCCNCc1ccccc1
1.1,-16,1.3,-10,-0.2,-5,100,-0.9,18,Cc1cc(C)n2cc(CSc3nnc(N)s3)nc2n1
0.97,4,1,3,-0.6,7,84,0.1,-9,CCOc1cc(N2CCOCC2)c(OCC)cc1NC(=O)COC(=O)c1cc(C)oc1C
1.1,-6,1.1,-8,-0.4,-7,107,0.1,-5,CCn1c(CSc2nnc3ccccn23)nc2cc(C(=O)O)ccc21
1.1,2,1.1,2,-1.0,10,112,2.6,12,N#CC1=C(N)Oc2cc(O)ccc2C1c1cccs1 (configuration not stated)
1.1,-19,1,-14,-0.9,-8,94,-0.5,-2,Nc1nc2n(c1C(=O)c1ccccc1)CCC2
1.1,-24,1.1,5,-0.7,-4,151,0.8,-1,CCOC(=O)/C(C#N)=C1/C=Cc2ccccc2N1CC
1.1,-8,1.1,2,0.4,-4,91,1.2,15,CCn1cc(C(=O)NCCOC)c(=O)c2ccc(C)nc21
1,9,1,1,-1.1,-2,103,0.2,-1,CCCn1c(=O)c(-c2ccccc2)c(O)c2ccccc21
1.1,-5,1.1,-3,1.3,-15,118,0.0,-5,COc1cc(C(=O)OCC(=O)NC2CCCC2)cc(NC(=O)c2ccco2)c1OC
0.97,-21,1.1,-8,0.3,-14,117,0.1,-10,CCOc1ccc(OCC)c(NC(=O)C(NS(=O)(=O)c2ccc3c(c2)oc(=O)n3C)C(C)C)c1 (configuration not stated)
1.1,8,1.1,1,-0.8,5,126,-0.1,-8,Cc1ccc(C2/C(=C(/O)c3ccccc3)C(=O)C(=O)N2CCN2CCOCC2)o1 (configuration not stated)
1,/,1.1,0,/,-12,85,0.1,-2,O=C(Cn1c(=O)sc2ccccc21)Nc1ccc2c(c1)OCCO2
1,-6,1.1,5,-0.9,-8,73,0.7,4,Cc1c(C(=O)OC2CCCC2C)[nH]c2c1C(=O)CCC2 (configuration not stated)

# New compounds follow:
A340 absorber,S1P1 ag pot,Autofluor 339,MMP13 inh,S1P3 ag,5HT1a antag,HER2 expr 66K,HTR1E agonist,HTR1E antagonist,canonical_smiles
0.99,-15,1,0,-1.2,1,108,-0.4,8,O=C(Nc1ncc(Cc2ccccc2)s1)C1CCCO1 (configuration not stated)
1,-3,1.2,0,0.8,4,105,-0.1,-7,O=C1CN(C(=O)COC(=O)CCC(=O)c2ccc3c(c2)OCCO3)c2ccccc2N1
1,-76,1.1,-5,0.7,-16,144,0.2,-12,O=c1c2c3c(sc2nc2n1CCCCC2)CCCCC3
1.1,-8,1.1,1,-1.4,11,112,0.7,5,CCOC(=O)c1[nH]c(C)c(/C(O)=C2\C(=O)C(=O)N(CCN(C)C)C2c2ccncc2)c1C (configuration not stated)
1.1,4,1.1,-8,0.1,-12,112,0.6,-5,Cc1nc(CNS(=O)(=O)c2ccc3c(c2)CCCC3)cs1
1,/,1.1,4,/,-12,70,1.2,-1,C=CCn1c(SCC(=O)Nc2ccc(C)cc2C)nnc1-c1cccnc1
1,-11,1.2,2,-1.2,-2,100,-0.1,5,COc1ccc(CN2CC(C(=O)NCc3cccc(OC)c3)CC2=O)cc1 (configuration not stated)
1,-24,1.1,5,-1.5,-2,104,0.0,-6,Cc1cc2cc(CNC(=O)NC3CCCCC3)ccc2[nH]1
0.99,-9,0.99,-1,0.1,0,110,0.0,-1,CN(CCNS(=O)(=O)c1ccc2c(c1)oc(=O)n2C)Cc1ccccc1
1.1,/,1.3,5,-0.6,-5,99,2.3,0,COc1c(C)cc(Br)cc1C(=O)Nc1ccc(N2CCN(S(C)(=O)=O)CC2)cc1
0.99,-17,1,2,-0.8,-17,98,0.4,-8,CCn1c(SCC(=O)Nc2ccc(N(C)C)cc2)nnc1-c1cccc(C)c1

# Rewritten field by field: part of the list above.
Cc1cc2cc(CNC(=O)NC3CCCCC3)ccc2[nH]1
  A340 absorber: 1	S1P1 ag pot: -24	Autofluor 339: 1.1	MMP13 inh: 5	S1P3 ag: -1.5	5HT1a antag: -2	HER2 expr 66K: 104	HTR1E agonist: 0.0	HTR1E antagonist: -6
CN(CCNS(=O)(=O)c1ccc2c(c1)oc(=O)n2C)Cc1ccccc1
  A340 absorber: 0.99	S1P1 ag pot: -9	Autofluor 339: 0.99	MMP13 inh: -1	S1P3 ag: 0.1	5HT1a antag: 0	HER2 expr 66K: 110	HTR1E agonist: 0.0	HTR1E antagonist: -1
COc1c(C)cc(Br)cc1C(=O)Nc1ccc(N2CCN(S(C)(=O)=O)CC2)cc1
  A340 absorber: 1.1	S1P1 ag pot: /	Autofluor 339: 1.3	MMP13 inh: 5	S1P3 ag: -0.6	5HT1a antag: -5	HER2 expr 66K: 99	HTR1E agonist: 2.3	HTR1E antagonist: 0

# Screening data from PubChem BioAssay.
